# From PubChem
# dFosB activator = activators of delta FosB homodimer, primary screen, biochemical, fluorescence polarization, TAMRA-CDK5 oligo, single point | Protein FosB (Mus musculus), P13346 | purified delta FosB; percent of positive-control signal above neutral wells | activation, % at 25 µM | actives 0.99% (n = 340,000) | AID 493131, 2011;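 active = mean activation above about 17%, with every replicate also reaching it, limit read from the data, passing the limit was not always enough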;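 note: fluorescence polarization rise as delta FosB binds a TAMRA Cdk5 AP-1 oligo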
# Target sequence (P13346 whole entry, looked up): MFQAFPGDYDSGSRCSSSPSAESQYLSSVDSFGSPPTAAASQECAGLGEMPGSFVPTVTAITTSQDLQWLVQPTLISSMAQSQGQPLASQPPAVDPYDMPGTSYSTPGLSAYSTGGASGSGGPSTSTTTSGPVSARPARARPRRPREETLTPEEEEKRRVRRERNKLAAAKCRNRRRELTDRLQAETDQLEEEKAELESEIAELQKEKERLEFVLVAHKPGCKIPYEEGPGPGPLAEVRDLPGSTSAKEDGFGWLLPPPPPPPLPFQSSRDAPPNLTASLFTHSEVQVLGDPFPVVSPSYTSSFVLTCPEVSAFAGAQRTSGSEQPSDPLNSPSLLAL
# NSD2 inh = NSD2 histone methyltransferase inhibitors, primary screen, biochemical, AlphaScreen, single concentration, set 2; Histone-lysine N-methyltransferase NSD2 (Homo sapiens), O96028; NSD2 peptide methylation, 120 min; inhibition, % at 12.5 µM; actives 0.54% (n = 310,000); AID 743445, 2014; in the data active = inhibition above about 50%
# PKA-R1A activ = activators of PKA-R1A holoenzyme, primary screen, biochemical, fluorescence polarization, Cy5-IP20, bovine R1A, mouse PKAc; PKA-R1A dissociation; scaled: DMSO 0%, 113 µM cGMP 100%; activation, % at 11.4 µM; actives 0.083% (n = 340,000); AID 504707, 2011;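 active = percent activation above the mean of all tested compounds plus 3 SD, cut at about 19% in these data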;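 note: higher means more PKAc released from R1A so a rise in polarization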
# CDK5 inh = inhibitors of human CDK5/p35 kinase, primary screen, biochemical, single concentration; Recombinant CDK5/p35, ADP-Glo luminescence, 60 min; actives 0.01% (n = 330,000); inhibition, % at 10 µM; AID 488839, 2010; Cyclin-dependent kinase 5 (Homo sapiens) + Cyclin-dependent kinase 5 activator 1 (Homo …;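 active = highest replicate inhibition of at least 50% and at least 75% of replicates reaching 50%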;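 note: plate controls were DMSO neutral control for no effect and GW8510 at 10 µM for full effect; many of its hits are not listed in these tables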
# SR-BI HDL uptake = inhibitors of SR-BI mediated HDL lipid uptake, primary screen, ldlA[mSR-BI] cells, fluorescence, single point | actives 0.96% (n = 320,000) | AID 488896, 2010 | ldlA[mSR-BI] CHO cells, DiI-HDL uptake fluorescence, 3 h | Scavenger receptor class B member 1 (Mus musculus), Q61009 | inhibition, % at 12.5 µM;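 active = mean replicate inhibition of at least 70% and a set share of replicates each scoring 70 or more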;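 note: 0% = median of neutral control wells and 100% = median of positive control wells; values of inactives mirror those of a sister screen read the other way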
# Target sequence (Q61009 whole entry, looked up): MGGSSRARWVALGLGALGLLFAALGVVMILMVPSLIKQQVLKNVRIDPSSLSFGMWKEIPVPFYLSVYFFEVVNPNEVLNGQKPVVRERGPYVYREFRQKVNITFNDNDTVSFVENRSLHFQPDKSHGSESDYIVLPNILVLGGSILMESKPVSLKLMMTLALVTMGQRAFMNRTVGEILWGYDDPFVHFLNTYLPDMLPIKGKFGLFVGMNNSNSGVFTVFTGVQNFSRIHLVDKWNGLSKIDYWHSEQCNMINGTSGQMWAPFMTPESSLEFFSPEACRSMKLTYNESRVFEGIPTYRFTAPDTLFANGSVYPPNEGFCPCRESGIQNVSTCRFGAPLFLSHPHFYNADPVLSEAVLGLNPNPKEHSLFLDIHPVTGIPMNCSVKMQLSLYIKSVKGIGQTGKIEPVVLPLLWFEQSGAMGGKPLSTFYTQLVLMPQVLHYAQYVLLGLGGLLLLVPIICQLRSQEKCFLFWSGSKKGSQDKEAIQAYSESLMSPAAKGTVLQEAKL
# MITF TRPM1 HTS = activators of MITF-driven TRPM1 promoter reporter, primary screen, cell-based, SK-MEL-5, luciferase, single point; activation, % at 12.5 µM; actives 0.75% (n = 300,000); SK-MEL-5 TRPM1-promoter luciferase, 24 h; % of positive control, neutral wells = 0;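 active = mean activation of at least 80% with every replicate also reaching 80%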;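 note: 0% = neutral control wells and 100% = parthenolide positive control wells; values of inactives mirror those of a sister screen read the other way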
# Arrestin-AP2 inh = inhibitors of beta-arrestin/AP2 binding, primary screen, biochemical, GPCR trafficking, flow cytometry. beta-arrestin 1 C-terminal peptide binding to AP2 beta2-adaptin appendage (human). FITC-arrestin peptide / GST-AP2 beads; AP2 beta2 appendage carries R879A mutation. inhibition, % at 10 µM. actives 0.31% (n = 340,000). AID 504490, 2011;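 active = inhibition above a set limit, near 3 SD of compounds lacking own fluorescence, cut at about 54% in these data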;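 note: plate controls were DMSO wells for no effect and 5 µM unlabelled arrestin peptide for full effect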
#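 system = GST-tagged AP2 beta2-adaptin appendage (R879A) on 4 µm glutathione beads | reagent = FITC-labelled arrestin peptide probe, 50 nM final | schedule = compound with beads 12 min RT, then probe 1 h RT | signal = HyperCyt-sampled flow cytometry, FL1 channel, ex 488/em 535 nm | read-out = percent response from loss of bead-bound FITC fluorescence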
# SR-BI DiI-HDL act = activators of SR-BI mediated DiI-HDL uptake, primary screen, ldlA[mSR-BI] CHO cells, DiI fluorescence; 3 h; 100 = double the neutral-control signal; activation, % at 12.5 µM; actives 0.096% (n = 320,000);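 active = mean replicate activation of at least 60% and every replicate at or above 60%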;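 note: 0% = median plate neutral-control signal and 100% = twice that signal; values of inactives mirror those of a sister screen read the other way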
#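 Test system: SR-BI-overexpressing, LDLR-lacking CHO cells. Measured by: DiI fluorescence, bottom read. Medium: Ham's F12 with 0.5% BSA, HEPES 25 mM, pH 7.4. Timing: 3 h uptake period with compound, 37 °C.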
# DSG3 Ab inh = inhibitors of pemphigus antibody binding to DSG3, primary screen, biochemical, bead-based, flow cytometry, scFv-GFP. AID 588358, 2011. binding (percent of control), % at 10 µM. DSG3-coupled beads, scFv-anti-DSG3-GFP binding; stronger effect = lower value. Desmoglein-3 (Homo sapiens), P32926. actives 0.48% (n = 310,000);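 active = binding more than 3 SD below its plate's average and above zero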;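 note: hits lower antibody fragment binding to DSG3; some compounds called inactive have numbers as strong as hits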
# Mot1-301 SUMO = yeast Mot1-301 growth rescue at high temperature, primary screen, SUMOylation pathway inhibitor project, S. cerevisiae, ATP luminescence, 38.5C; S. cerevisiae Mot1-301 growth rescue; percent above DMSO median, 100 means doubled; growth rescue, % at 18.8 µM; actives 1% (n = 320,000); AID 2716, 2010;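 active = every valid replicate shows activation above 250% relative to neutral control wells; inactive = the rest, any valid replicate at or below 250%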;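 note: OY570 slx delta 5 strain wells were the positive control but not used for scaling; some compounds called inactive have numbers as strong as hits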
# PKA-R2B activ = activators of PKA-R2B holoenzyme, primary screen, biochemical, fluorescence polarization, Cy5-IP20, human; activation, % at 11.4 µM; PKA-R2B holoenzyme dissociation; R2B truncated from residue 108, S112A mutant; 0% DMSO only, 100% 113 µM cGMP; cAMP-dependent protein kinase catalytic subunit beta (Homo sapiens) + cAMP-dependent …; AID 504700, 2011; actives 0.079% (n = 340,000);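 active = activation above a cutoff set at the mean over all compounds plus 3 SD, cut at about 18% in these data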;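 note: higher means more holoenzyme dissociation and a rise in polarization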
# Starred values were filed as active, the others as inactive; · = no result given; & = joins results of further samples.
SMILES,dFosB activator,NSD2 inh,PKA-R1A activ,CDK5 inh,SR-BI HDL uptake,MITF TRPM1 HTS,Arrestin-AP2 inh,SR-BI DiI-HDL act,DSG3 Ab inh,Mot1-301 SUMO,PKA-R2B activ
O=c1ncn(-c2cccc(Cl)c2)c2ccccc12,0,20,3,-1.1,-6,1,-10,6,·,-17,-1
COc1ccc(C(C#N)=C2C=CC(=NO)C(C)=C2Cl)cc1,-5,1,-2,-1.7,-3,3,1,3,·,·,1
NC(=S)N/N=C/c1ccc(-c2ccccc2)o1,-8,2,8,1.2,65,18,-5,-65,98,4,-4
Cc1cccc(OCC(=O)NCC(=O)N/N=C/c2ccccc2)c1,-4,3,-4,1.1,·,16,26,·,·,-2,-3
CCC(CO)NC(=O)c1cccc(S(=O)(=O)N2c3ccccc3CC2C)c1 (configuration not stated),2,9,-6,0.3,5,0,-4,-5,105,·,13
Cc1cc(S(=O)(=O)N2CCCC2)ccc1OCC(=O)N1CCCCC1,-6,8,-5,-0.9,-18,-4,-4,18,110,-6,-11
CCC(=O)N1c2ccc(S(=O)(=O)N3CCOCC3)cc2CC1C (configuration not stated),0,-1,-10,-2.0,-8,-10,-4,8,103,-14,-1
COc1ccc(C(CNC(=O)c2cccc(NS(=O)(=O)c3ccc(C)c(F)c3)c2)N(C)C)cc1 (configuration not stated),4,2,-9,0.8,-10,2,10,10,102,-6,-12
O=C(CNC(=S)N(Cc1ccccc1)Cc1ccccc1F)NCCc1ccc(Cl)cc1,-12,0,-4,-0.6,8,-6,-15,-8,·,-19,9
Nc1ccccc1SC1CC(=O)N(Cc2ccccc2)C1=O (configuration not stated),2,7,-6,1.0,-22,-3,-17,22,96,120,11
C/C(=N/NC(=O)c1ccc2c(c1)OCO2)c1cccc(NC(=O)C(C)(C)C)c1,-1,-3,-8,0.1,4,14,1,-4,91,7,-4
Cc1ccc(-c2nn(-c3ccccc3)cc2C(=O)NCCCN2CCOCC2)cc1,-19,-3,-10,-0.3,-15,-2,1,15,·,-4,3
COc1cc(NC(=O)NCC2CCN(Cc3ccc(C)cc3)CC2)cc(OC)c1OC,-24,0,-11,-1.5,-19,8,-11,19,110,283,-2
CCCn1nc(C(=O)OCC(=O)Nc2ccc(C)cc2)c2ccccc2c1=O,-2,-2,-3,-7.0,8,12,-1,-8,94,-6,-10
[O-][n+]1nc2ccccc2c2ccccc21,-6,-2,8,-0.1,-7,-6,14,7,123,·,-6
CC1(c2ccc(Cl)cc2)NC(=O)N(CC(=O)NCCC2=CCCCC2)C1=O (configuration not stated),-4,0,-4,2.6,-10,-11,-32,10,94,11,-1
Fc1cc(Br)ccc1Nc1nc2ccccc2n2nnnc12,2,·,4,-0.7,17,·,2,-14,102,1,1
CCOC(=O)n1c(SCC(=O)N(CC)CC)nc2ccccc21,-22,-2,0,-2.1,38,16,11,-38,97,7,-8
Clc1ccccc1Cn1nnc2c(NCC3CC3)ncnc21,2,-2,-6,-2.9,-7,-7,13,7,82,394,-3
COc1cc(OC)c(OC)cc1CNC(=O)CCN1C(=O)c2cccc([N+](=O)[O-])c2C1=O,-14,-1,5,1.9,17,-1,-13,-17,103,-5,0
S=C(NCCCc1ccccc1)NC1CCCCC1,-3,5,8,0.2,-11,18,-11,11,115,40,-2
Cn1c(SCc2cccc(Br)c2)nc2ccccc2c1=O,3,-2,-5,0.7,39,-2,0,-39,101,9,0
COc1ccccc1Nc1nc(-c2sc(NC(=O)c3ccccc3)nc2C)cs1,-1,·,5,-0.4,59,3,-2,-59,103,-15,-10
CC(C)c1ccc(NC(=O)CSc2nc(-c3ccccc3F)nc3nc[nH]c23)cc1,2,-3,-6,1.0,-7,-6,-5,7,100,26,0
CC(=O)c1cccc(NC(=O)CCN2C(=O)C3C4CCC(C4)C3C2=O)c1 (configuration not stated),-4,0,1,0.6,-3,3,-8,3,101,-19,6
CC(C)(C)OC(=O)NCCCC[C@@H](C(=O)NCCCCCCCCCCC(=O)N1CCN(C(=O)OC(C)(C)C)CC1)n1cc(CCO)nn1,-11,·,-8,-0.4,60,-14,12,-60,103,7,-1
CCC(=O)Nc1ccc(NC(=O)CSc2nnnn2-c2ccc3c(c2)OCCO3)cc1,7,-3,-5,-0.4,11,-4,18,-11,105,-16,-3
CCOC(=O)CSc1nc(C(C)C)nc2sc(C)c(C)c12,-2,1,5,-15,11,1,-1,-11,102,13,-1
Cc1ccccc1-c1nc(CS(=O)CC(=O)NCc2ccccn2)c(C)o1 (configuration not stated),-8,2,0,-1.4,-12,12,-2,12,100,-9,2
O=P1(Nn2cnnc2)C=C(c2ccccc2)OC(c2ccccc2)=C1,-8,-4,-10,-2.4,-12,1,-7,12,100,-4,-2
CC(=O)Nc1ccc(S(=O)(=O)N2CCc3c(Cl)cccc3C2)cc1,-6,·,10,-7.7,40,-19,1,-40,102,2,9
CC1CN(S(=O)(=O)c2cccc(C(=O)OCC(=O)NCc3ccccc3)c2)CC(C)O1 (configuration not stated),-3,-3,-4,-0.8,-23,-2,14,23,95,2,-4
C#CCN1C(=O)C(O)(CC(=O)/C=C/C=C/c2ccccc2)c2ccccc21 (configuration not stated),-8,-1,1,0.2,-14,0,7,14,93,410,5
COCCCNC(=O)C(=O)NC1CCCCC1C (configuration not stated),-8,-3,-1,1.6,-3,-4,12,3,101,-3,2
O=C(Nc1ncccc1O)c1ccc(Cl)c(S(=O)(=O)N2CCCCC2)c1,-1,2,-2,-0.6,3,-4,-10,-3,98,2,-6
O=[N+]([O-])c1ccccc1S(=O)(=O)Oc1ccc(C(=S)N2CCOCC2)cc1,-10,·,0,1.1,26,-1,-6,-26,104,-1,-3
CCCn1nnnc1NCc1ccccc1OCC,-6,-2,1,0.3,-10,·,-6,10,123,13,5
CCOC(Cn1c(SCC(=O)Nc2cc(C)on2)nc2ccccc2c1=O)OCC,5,-1,-5,0.0,-8,-2,-19,8,·,-14,6
O=C(NCc1ccc(F)cc1)c1ccc(S(=O)(=O)N2CCCCC2)cc1,-1,-2,-7,-0.5,19,-4,5,·,111,14,-7
O=C(CO/N=C1\CCCc2nonc21)Nc1ccccc1Cl,-7,-1,-3,2.0,-17,10,-5,17,111,7,-10
COc1ccc(N2C(=O)CC(NCc3cccc(F)c3)C2=O)cc1 (configuration not stated),-3,0,-19,2.2,-11,11,-12,11,101,-20,3
Cc1cc(C(=O)Nc2cccc(C)c2C)n(-c2ccccc2)n1,-7,0,-5,0.3,-8,10,-17,8,101,-23,6
O=C(CN1C(=O)C2CC=CCC2C1=O)Nc1nc2ccccc2[nH]1 (configuration not stated),-5,-3,-3,0.3,·,·,-8,·,·,-22,-4
CCCN(CCC)S(=O)(=O)c1ccc(C(=O)O)cc1,-2,·,-4,0.7,0,4,22,18,112,10&113,3
Cc1cc(NS(=O)(=O)c2ccc(NC(=O)CSc3nc4ncc(Cl)cc4[nH]3)cc2)nc(C)n1,-4,1,5,6.2,-26,-1,-9,26,104,-16,6
O=C1C(=O)N(C2CCCC2)C(=O)N1Cc1c(F)cccc1Cl,0,-1,-5,1.2,-15,0,-2,15,100,-9,-7
Cc1ccc(C(=O)NC(=S)NNC(=O)COc2ccccc2C)cc1,2,-4,11,0.5,1,-13,-30,-1,118,-4,-10
COC(=O)C1=C(N)c2c(F)cccc2C1(C#N)c1ccc(F)cc1 (configuration not stated),-7,0,1,-1.8,·,-1,4,·,109,2,10
NC(=O)Cn1c(=O)n(Cc2ccco2)c(=O)c2c3c(sc21)CCCCC3,-23,30,-1,1.0,-22,-23,6,22,·,4,-7
Cc1ccccc1OCc1nnc(SCC(=O)Nc2ccc3c(c2)OCO3)n1C,-5,-2,-6,-0.1,-23,·,10,23,97,-26,4
CCOc1ccccc1NC(=O)CCn1nc(C)c(S(=O)(=O)N2CCCCC2)c1C,-4,4,-6,0.1,35,-1,17,-35,·,-3,-1
COc1cc(C2N(c3cc(C)on3)C(=O)C3CCCN32)cc(OC)c1OC (configuration not stated),6,-2,-1,-1.1,-9,-5,37,9,98,-2,-4
COc1ccc(N2C(=O)CC(N3CCC(O)(c4ccc(Br)cc4)CC3)C2=O)cc1 (configuration not stated),6,0,6,0.3,19,8,11,-19,103,15,2
CC(=O)N1CCN(C(=O)c2cc(-c3ccc(Cl)s3)nc3ccccc23)CC1,-3,-5,6,-7.4,34,16,-3,-34,102,-12,3
COc1cc(NC(=O)Cn2cnc(C(=O)Nc3ccc(C)c(C)c3)n2)cc(OC)c1OC,-1,·,-3,-0.2,8,5,8,-8,103,·,-10
Cc1nc(SCC(=O)Nc2ccnc3ccccc23)n[nH]1,-2,-2,5,-1.3,-33,·,-9,33,·,-13,5
Clc1ccc(C2=Nn3c(nnc3-c3cccnc3)SC2)s1,-7,-5,14,2.1,14,·,6,-14,100,1,2
O=S(=O)(Cc1ccccc1Cl)NCc1ccccc1,3,-2,·,0.6,7,1,0,-7,105,6,·
CCc1ccc2c(COC(=O)c3n[nH]c4ccccc34)cc(=O)oc2c1,-19,0,-10,-1.7,25,·,2,-25,98,6,-12
